PKM2 act: qHTS Assay for Activators of Human Muscle isoform 2 Pyruvate Kinase; Pyruvate kinase PKM (Homo sapiens), P14618; purified PKM2, Kinase-Glo ATP luminescence, activation; response scale: 0% is enzyme alone, no compound; Potency, µM (doses to about 57.5 µM), for the others: at the top dose activation, actives largely listed as activators; hit rate 0.34% among 260,000; AID 1631, 2009; also: potency is read from the fitted curve at half-maximal effect; % is scaled to controls: 0 for no effect and ±100 for the full control effect; nearly all actives have a fitted effect of over 55% in size
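ATP formation by purified human PK-M2, quantified via coupled luciferase luminescence after 1 h at room temperature with 0.1 mM ADP and 0.5 mM PEP final.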
ELG1 genotoxic: qHTS screen for small molecules that induce genotoxicity in human embryonic kidney (HEK293T) cells expressing luciferase-tagged ELG1; Potency, µM (doses to about 46 µM), without a hit: top-dose activity change, positive = activation, most hits filed as activators; hit rate 1.3% among 330,000; HEK293T ELG1-luciferase reporter, luminescence, 16 h; also: potency is read from the fitted curve at half-maximal effect; % of control where 0% means no effect; nearly all actives have a fitted effect of over 60% in size
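Genotoxic stress is detected as increased luminescence from luciferase-tagged ELG1 in HEK293T cells, measured with ONE-Glo after a 16 hr treatment at 37 °C.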
FLuc counter: qHTS profiling assay for firefly luciferase inhibitor/activator using purifed enzyme and Km concentrations of substrates (counterscreen for miR-21 project); Luciferin 4-monooxygenase (Photinus pyralis), P08659; purified FLuc, Km substrates, luminescence inhibition; Potency, µM (top dose mostly 57.5 µM), for the others: top-dose activity change, negative = inhibition, hits mostly inhibitors; hit rate 6.9% among 360,000; AID 588342, 2011;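 also: potency is read from the fitted curve at half-maximal effect; plate controls were vehicle for no effect and reference inhibitor for full effect; nearly all actives have a fitted effect of over 55% in size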
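Purified P. pyralis luciferase, 10 nM final, with Km-level 10 uM D-luciferin and 10 uM ATP in 50 mM Tris acetate pH 7.5, 10 mM Mg acetate, 0.01% Tween-20, 0.05% BSA; 6-point qHTS titration about 60 µM downward; luminescence read.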
p53 reactivator: qHTS assay for re-activators of p53 using a Luc reporter; H1299 p53-A138V BP100-luciferase reporter, luminescence, 24 h; Potency, µM (titrated, usually from 92.2 µM), for inactives: at the top dose activity change, positive = activation, actives largely listed as activators; hit rate 0.063% among 320,000; also: potency is read from the fitted curve at half-maximal effect; % of control where 0% means no effect; nearly all actives have a fitted effect of over 45% in size
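H1299 (p53-null), stable ts p53-A138V + BP100-Luc; 1000 cells/well, Opti-MEM/10% FBS; cpd 4 pt, 1:5; 24 h, 37 deg C, 5% CO2; detection reagent 10 min RT; luminescence.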
Gal4-VP16 FLuc: VP16 counterscreen qHTS for inhibitors of ROR gamma transcriptional activity. Drosophila S2 Gal4-VP16 UAS-luciferase, luminescence, 20 h. hit rate 3.5% among 310,000. Potency, µM (series often up to 53.6 µM), for the others: at the top dose activity, negative = inhibition, usual class: inhibitors. AID 2546, 2010;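 also: Gal4-VP16 expression switched on by copper sulfate through the metallothionein promoter; potency is read from the fitted curve at half-maximal effect; % is scaled to controls: 0 for no effect and ±100 for the full control effect; nearly all actives have a fitted effect of over 50% in size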
BRCA1 expr up: qHTS Assay to Identify Small Molecule Activators of BRCA1 Expression. MCF7-BRCA1-FFLuc reporter, luminescence, 48 h; response scale: scaled: vehicle 0%, 10 µM genistein 100%. Potency, µM (top dose mostly 46.1 µM), without a hit: at the top dose activation, most hits filed as activators. hit rate 1.1% among 380,000; also: potency is read from the fitted curve at half-maximal effect; nearly all actives have a fitted effect of over 80% in size; some results filed as inactive show a strong effect at the top dose
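Compounds are tested at multiple concentrations on MCF7 BRCA1-luciferase reporter cells seeded at 2000 per well; after 48 h, a single luminescence end-point is taken and curves fitted to the normalized data.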
RORg inh: qHTS for inhibitors of ROR gamma transcriptional activity | Nuclear receptor ROR-gamma (Mus musculus), P51450 | Drosophila S2 Gal4-RORgamma UAS-luciferase reporter, 20 h | Potency, µM (series often up to 53.6 µM), inactives show top-dose activity change, negative = inhibition, hits mostly inhibitors | hit rate 5.4% among 310,000; also: potency is read from the fitted curve at half-maximal effect; % is scaled to controls: 0 for no effect and ±100 for the full control effect; nearly all actives have a fitted effect of over 60% in size
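A Gal4/UAS one-hybrid system in insect cells: metallothionein-promoter Gal4–ROR gamma fusion plus Photinus luciferase reporter. Copper sulfate 700 uM final, 20 hr ambient incubation, luminescent detection after 10 min with reagent.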
NPC1 promoter act: qHTS Assay for NPC1 Promoter Activators; Huh7 NPC1 promoter luciferase reporter, 24 h; Potency, µM (top dose mostly 9.22 µM), for the others: at the top dose activation, usual class: activators; hit rate 2.4% among 320,000; AID 485313, 2010;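 also: potency is read from the fitted curve at half-maximal effect; % of control where 0% means no effect; nearly all actives have a fitted effect of over 60% in size; reporter is driven by a mutant NPC1 promoter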
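Stably transfected Huh7 (NPC1 promoter→luciferase), 1500 cells/well in Opti-MEM + 10% FBS, 2 h settle, then compound 24 h at 37 °C. Luminescence after 10 min with Amplite reagent.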
Menin MLL FP TR: qHTS Assay for Inhibitors Targeting the Menin-MLL Interaction in MLL Related Leukemias: Competition With Texas Red Labeled MLL-derived Mutant Peptide. Potency, µM (titrated, usually from 61.6 µM), for inactives: top-dose FP activity change, negative = inhibition, most hits filed as inhibitors. Menin + Texas Red MLL mutant peptide, fluorescence polarization. hit rate 0.23% among 270,000. O00255; active = well fitted inhibition curve with a large enough effect in the polarisation, with a control signal flat, not every such curve was filed as active; inconclusive = small, poorly fitted or top-dose-only effect, or effect the other way, or a change in a side signal; inactive = no such curve, though single readings can be large or run the other way; the % refers to the polarisation; also: potency is read from the fitted curve at half-maximal effect; % of control where 0% means no effect; many of its hits are not listed in these tables
Target sequence (O00255 whole entry, looked up): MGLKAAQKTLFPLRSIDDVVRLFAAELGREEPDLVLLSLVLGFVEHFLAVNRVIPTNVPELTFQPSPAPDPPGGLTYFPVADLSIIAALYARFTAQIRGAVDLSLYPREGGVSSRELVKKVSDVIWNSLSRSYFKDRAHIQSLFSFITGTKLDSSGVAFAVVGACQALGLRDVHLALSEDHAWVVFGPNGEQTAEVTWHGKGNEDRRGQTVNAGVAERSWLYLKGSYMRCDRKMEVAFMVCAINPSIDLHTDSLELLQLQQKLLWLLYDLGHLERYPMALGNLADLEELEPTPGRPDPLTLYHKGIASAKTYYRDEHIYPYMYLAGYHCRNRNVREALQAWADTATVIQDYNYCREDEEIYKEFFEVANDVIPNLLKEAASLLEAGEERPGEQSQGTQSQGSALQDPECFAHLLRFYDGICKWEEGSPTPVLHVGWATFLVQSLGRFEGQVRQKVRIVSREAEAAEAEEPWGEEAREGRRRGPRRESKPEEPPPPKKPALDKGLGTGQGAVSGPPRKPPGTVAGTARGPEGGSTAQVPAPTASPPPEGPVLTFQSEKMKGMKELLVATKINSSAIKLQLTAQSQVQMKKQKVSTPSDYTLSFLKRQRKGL
Rab9 prom act: qHTS Assay for Rab9 Promoter Activators; Huh7 Rab9 promoter-luciferase reporter, luminescence, 24 h; Potency, µM (doses to about 9.22 µM), for the others: top-dose activation, negative = inhibition, most hits filed as activators; hit rate 2.8% among 320,000; also: potency is read from the fitted curve at half-maximal effect; % of control where 0% means no effect; nearly all actives have a fitted effect of over 60% in size
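Using Huh7 cells stably transfected with Rab9 promoter–luciferase, compounds were incubated 24 h at 37 °C, 5% CO2; luciferase luminescence was read 10 min after reagent addition.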
Giardia killer: Small Molecules that selectively kill Giardia lamblia: qHTS. Giardia lamblia trophozoite viability. activity change, % at 7.66 µM, hits read low. hit rate 0.15% among 340,000. AID 540267, 2011; in the data active = activity change below about -80%; inconclusive = between about -30% and that limit;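 also: parasites exposed to compound for two days anaerobically before the ATP read; % is scaled to controls: 0 for no effect and ±100 for the full control effect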
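Anaerobic 48 hrs incubation at 37 deg C of 100 trophozoites/well with test compounds; ATPLite 1-Step luminescence, 15-30 min RT, reports cellular ATP as viability.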
An asterisk follows results filed as active; ? = inconclusive; · = no result given; [ ] = dose if it differs, or a comment. Unless noted, calls follow the shape of the dose curve; as a rule, active = well fitted curve in the direction sought with a large enough effect; inconclusive = small, poorly fitted or top-dose-only effect, or another doubt; inactive = no such curve, though single readings can be large; an effect the other way counts as inactive or inconclusive. A portion of the library; count on the stated rates, not on these rows.

SMILES	PKM2 act	ELG1 genotoxic	FLuc counter	p53 reactivator	Gal4-VP16 FLuc	BRCA1 expr up	RORg inh	NPC1 promoter act	Menin MLL FP TR	Rab9 prom act	Giardia killer
CN1CCN(S(=O)(=O)c2ccc(N(C)Cc3ccc(C(F)(F)F)cc3)c([N+](=O)[O-])c2)CC1	·	0%	2%	0%	·	-62%	·	-7%	·	-8%	4
O=S(=O)(c1ccccc1)N1CCN(CCO)CC1	0%	1%	-1%	-7%	1%	6%	-3%	-5%	2%	1%	10
Nc1ccc2c(c1)CC(=O)c1ccccc1S2	-18%	-4%	-6%	-6%	-6%	16%	-13%	11%	5%	2%	5
Cc1ccc(S(=O)(=O)NNC(=O)CC#N)cc1	-7%	-5%	2%	5%	2%	-1%	1%	-4%	·	1%	11
COc1ccc(-c2[nH]ncc2CN(C)CCc2c(C)n[nH]c2C)c(F)c1	-1%	0%	-1%	1%	-4%	-24%	12%	-3%	1%	1%	-4
COc1ccc(S(=O)(=O)NCc2cc(=O)n(C)c(=O)n2C)cc1C	2%[0.46 µM]	-1%	7%	12%	2%	-14%	-10%	-3%	-2%	-2%	7
CC(Oc1ccccc1)c1ccnc2nc(/N=C/N(C)C)nn12 (configuration not stated)	-3%	3%	2%	-29%	-4%	-7%	-3%	-1%	0%	3%	-18
O=C(Nc1ccccn1)C(F)(F)C(F)(F)C(F)(F)C(F)(F)C(=O)Nc1ccccn1	-4%	1%	5%	-6%	-1%	-3%	-2%	-1%	-3%	-4%	0
CCC(=O)N1CCc2cc(S(=O)(=O)CCC(=O)NC(C)CC)ccc21 (configuration not stated)	-1%	-7%	-1%	-1%	3%	-1%	-3%	-4%	-20%	-4%	-6
CCCN(C(=S)Nc1ccccc1)C1CCS(=O)(=O)C1 (configuration not stated)	5%	2%	6%	0%	-1%	-16%	-39%	1%	9%	0%	-11
c1cc2nncn2nc1N1CCCC1	2%	5%	-2%	-15%	-2%	-6%	10%	0%	-1%	-9%	2
O=C(O)c1cc(NCc2ccc(F)cc2)ccc1N1CCOCC1	7%	3%	1%	7%	15%	7%	36%	1%	0%	1%	6
CCc1cc2c(NC(Cc3ccccc3)C(=O)O)ncnc2s1 (configuration not stated)	0%	-2%	4%	8%	4%	-28%	-36%	-5%	13%	0%	3
Cc1cc(C)n(-c2ccc(C(=O)Nc3ccc(C)c(S(=O)(=O)N4CCOCC4)c3)cc2)n1	-1%	-9%	-5%	-3%	-1%	-62%	?	-2%	·	-16%	6
CC1(C)Cc2c(c(N3CCOCC3)nc3snc(NC(=O)c4ccccc4)c23)CO1	-4%	-6%	1%	-3%	?	-40%	-16%	-2%	5%	-4%	-24
COc1ccc(Nc2cc(C(=O)NCCCN3CCOCC3)c3ccccc3n2)c(OC)c1	-4%	-5%	?	2%	8%	-6%	8%	6%	-1%	-1%	9
CCOc1ccc(C(=S)N2CCCC2)cc1	2%	9%	3%	8%	15%	20%	-21%	-1%	24%	-1%	23
CC(C)c1ccc(C(=O)NNC(=O)C2CC=CCC2C(=O)O)cc1 (configuration not stated)	-5%	11%	17µM*	?	-1%	52%	-8%	23%	-6%	29%	-22
COc1ccccc1NC(=O)C1CCCN1S(=O)(=O)c1ccc(Cl)cc1 (configuration not stated)	·	-5%	1%	-7%	-3%	-12%	-6%	0%	-21%	-2%	1
COc1ccc(S(=O)(=O)CC(=O)Nc2nnc(C(F)(F)F)s2)cc1	5%	-2%	6%	9%	7%	2%	-21%	-3%	·	7%	-7
Cc1ccc(SCc2nc(-c3ccccc3)no2)cc1	-9%	6%	0%[2.3 µM]	?	21%	79%	33%	2%	12%	21%	-1
COc1ccc(NC(=O)CN(C)C(=O)c2cn(-c3ccccc3)nc2-c2cccs2)cc1	·	-25%	17µM*	-1%	·	-7%	·	-2%	·	-5%	8
O=C(COc1ccc(Cl)cc1Cl)NN1C(=O)/C(=C\c2ccc(Cl)cc2)SC1=S	2%	18%	?	-1%	-17%	32%	22%	1%	?	-3%	3
Cn1/c(=N/NC(=O)c2cccc(OC(F)F)c2)sc2ccccc21	-7%	-1%	?	9%	14µM*	-39%	10µM*	2%	-7%	2%	-14
COc1ccccc1NC(=O)CSc1nnc2ccccn12	·	2%	-7%	?	·	18%	·	5%	·	14%	20
CCc1ccccc1N(CC(=O)NC(C)(C)C)C(=O)CCC(=O)Nc1ccccn1	2%	1%	-4%	-7%	-7%	2%	37%	2%	-14%	0%	-28
COCCNC(=O)c1ccc2ccccc2n1	-4%	0%	-6%	1%	9%	21%	-19%	14%	-15%	15%	-6
Cc1ccc(-c2nc3ccccc3o2)cc1NC(=S)NC(=O)c1cccs1	4%	18%	?	?	?	27%	4µM*	13%	?	25%	-4
Cc1cc(C)n(-c2nc(SCCN(C)C)c3c4c(sc3n2)COC(C)(C)C4)n1	-13%	-7%	-4%	-4%	7.1µM*	-31%	5µM*	6%	?	-1%	-7
O=C(Nc1cccnc1)c1cc(-c2cc(Cl)ccc2O)n[nH]1	4%	17%	2.4µM*	11%	12%	74%	18%	2.8µM*	·	?	34[activator]
Cc1cnc(C(=O)OCC(=O)c2ccc(F)c(F)c2)cn1	·	1%	6%	-2%	·	-1%	·	-3%	·	2%	9
COc1ccc2nc(SCc3ccccc3)nc(C)c2c1	13%	3.7µM*	2.7µM*	·	-8%	?	-12%	3.2µM*	20%	1.4µM*	21
O=C(Nc1cccc(C(F)(F)F)c1)c1scc2c1OCCO2	-12%	4%	1%	2%	25%	2%	23%	7%	-8%	14%	-6
CN1CCN(c2ccc(S(=O)(=O)N3CCCCC3)cc2NC(=O)/C=C/c2ccc(Cl)c([N+](=O)[O-])c2)CC1	·	-9%	1%	?	·	-85%[inhibitor]	·	-1%	·	0%	4
CCC(=O)c1cn([C@H](CCC(OC)OC)CC(=O)OC(C)(C)C)cc1CC	·	1%	6%	-1%	·	-12%	·	1%	·	-2%	-3
COc1ccc(OC)c(NC(=S)NN2CCN(C)CC2)c1	0%	-31%[inhibitor]	3%	-7%	6%	0%	-6%	-2%	11%	-8%	-10
O=C(COc1ccccc1)Nc1cccc(-c2nnc(-c3ccccc3)o2)c1	-13%	-8%	12µM*	3%	?	?	-31%	?	22%	28%	-10
COc1ccc(-c2nnn(CC(=O)NCc3cccs3)n2)cc1OC	1%	-5%	2%	-3%	0%	-35%	?	-3%	4%	2%	-14
CCCOc1ccc([C@@H]2C3CN(C(=O)OCC)CC=C3C(C#N)=C(N)C2(C#N)C#N)cc1OC (some centres not stated)	3%	-1%	-1%	-8%	-21%	-51%	?	-2%	2%	2%	-4

5 of the compounds above, with values under each structure:
Each structure is followed by: PKM2 act | ELG1 genotoxic | FLuc counter | p53 reactivator | Gal4-VP16 FLuc | BRCA1 expr up | RORg inh | NPC1 promoter act | Menin MLL FP TR | Rab9 prom act | Giardia killer
> COc1ccc2nc(SCc3ccccc3)nc(C)c2c1
→ 13% | 3.7µM* | 2.7µM* | · | -8% | ? | -12% | 3.2µM* | 20% | 1.4µM* | 21
> O=C(Nc1cccc(C(F)(F)F)c1)c1scc2c1OCCO2
→ -12% | 4% | 1% | 2% | 25% | 2% | 23% | 7% | -8% | 14% | -6
> CN1CCN(c2ccc(S(=O)(=O)N3CCCCC3)cc2NC(=O)/C=C/c2ccc(Cl)c([N+](=O)[O-])c2)CC1
→ · | -9% | 1% | ? | · | -85%[inhibitor] | · | -1% | · | 0% | 4
> CCC(=O)c1cn([C@H](CCC(OC)OC)CC(=O)OC(C)(C)C)cc1CC
→ · | 1% | 6% | -1% | · | -12% | · | 1% | · | -2% | -3
> COc1ccc(OC)c(NC(=S)NN2CCN(C)CC2)c1
→ 0% | -31%[inhibitor] | 3% | -7% | 6% | 0% | -6% | -2% | 11% | -8% | -10

Bioassay records from PubChem.
